MrgX1 allo act – human MrgX1 positive allosteric modulation, primary screen | Q96LB2 | MrgX1-HEK293, Fluo-4 calcium flux, FDSS; active compounds read high | B-score at 10 µM | actives 0.63% (n = 310,000);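 active means plate-corrected calcium response at least 3 library SD above typical, normal starting fluorescence, not activating the receptor alone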;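 further: compound read alongside a low EC10 to EC30 dose of BAM8-22 agonist; peak minus trough fluorescence over baseline measured at the second addition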
RGS4 block – inhibitors of human RGS4; HEK293 M3R/RGS4 inducible, Fluo-4 calcium flux; active compounds read high; triggered by carbachol at its EC20; B-score at 10 µM; actives 0.45% (n = 310,000); AID 463165;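 active means B-score, a plate-corrected calcium signal, over three deviations above library mean, with baseline fluorescence within five deviations of library mean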;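 further: RGS4 expression induced by doxycycline in cells with stable M3 receptor; B-score is computed from the integrated fluorescence ratio over baseline after carbachol; higher B-score means a larger calcium signal and so more RGS4 inhibition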
RGS4 pot – potentiators or activators of RGS4; B-score at 10 µM; HEK293 M3R/inducible RGS4, carbachol calcium flux Fluo4; active compounds read low; AID 463111; actives 0.92% (n = 310,000);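 active means B-score of the integrated calcium signal more than 4 SD below the library mean, with starting fluorescence not abnormally high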;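 further: negative B-score means reduced calcium response which marks RGS4 activation or potentiation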
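System: HEK293 FlpIn-TREx cells, stable M3R, doxycycline-inducible RGS4. Timing: overnight RGS4 induction, 30 min dye load 37 °C, 20 min compound RT. Also added: carbachol, ECmax concentration. Measured by: Fluo4 fluorescence kinetic imaging of calcium. Evaluation: integrated calcium ratio converted to B score.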
KCNK3 block – human KCNK3 channel inhibition, primary screen | B-score at 10 µM | O14649 | actives 0.84% (n = 340,000) | CHO-KCNK3 thallium flux, FluxOR fluorescence; active compounds read low | AID 602410;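 active means B-score under library mean minus 4 SD, starting fluorescence ratio at most library mean plus 5 SD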;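 further: more negative B-score means stronger inhibition of thallium flux through KCNK3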
KCNQ1 inh – inhibitors of human KCNQ1 potassium channel; P51787; CHO-K1 KCNQ1, FluxOR thallium flux fluorescence; active compounds read high; B-score at 10 µM; actives 1.3% (n = 310,000);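 active means compounds whose thallium flux B-score, printed positive for inhibition, exceeds three library SD while starting fluorescence stays within three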;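 further: channel opened by potassium depolarization with thallium stimulus after 20 min compound exposure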
KCNK9 inh – blocks the human KCNK9 two-pore domain potassium channel; HEK293 KCNK9, FluxOR thallium flux fluorescence; active compounds read low; actives 1.2% (n = 310,000); B-score at 10 µM;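 active means ratio B-score over 3 SD below the library mean, with starting fluorescence within 5 SD of its mean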;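 further: negative B-score means less thallium flux so channel inhibition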
KCNQ1 act – potentiators or activators of human KCNQ1 potassium channel; actives 0.35% (n = 310,000); AID 2648; B-score at 10 µM; CHO-K1 KCNQ1, thallium flux FluxOR fluorescence; active compounds read high;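 active means fluorescence ratio B-score, a plate-corrected score, at least three library SD, with initial intensity B-score within 5 SD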
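Material: CHO-K1 cells stably expressing KCNQ1. Medium: assay buffer for compound exposure, DMSO matched across wells. Reagent: K+/Tl+ depolarizing stimulus. Compound dosing: single-concentration screen. Times: 37 °C overnight plating, 90-min dark dye load, 20-min compound pretreatment. Technique: FluxOR Tl+ flux fluorescence.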
TMEM16A inh – blocks the mouse calcium-activated chloride channel TMEM16A; Q8BHY3; HEK293 TMEM16A/YFP iodide influx fluorescence, ionomycin; normalized B-score (activity score, 25-100; higher = stronger inhibition) at 10 µM; actives 1.2% (n = 310,000);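 active means ratio plate-corrected score three or more library SD toward inhibition, starting fluorescence score within five deviations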;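 further: score derived from kinetic fluorescence span divided by baseline fluorescence per well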
MrgX1 agonist – activates human MrgX1 receptor signaling; B-score at 10 µM; Q96LB2; MrgX1-HEK293 cells, Fluo-4 calcium fluorescence, agonist mode; active compounds read high; actives 0.44% (n = 310,000);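 active means calcium response B-score plate-corrected fluorescence ratio at least 3 library SD, with starting fluorescence B-score inside 5 SD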
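Assay system: stable human MrgX1 HEK293 cell line. Quantity: 15,000 cells per well. Schedule: cells plated overnight, dye loaded 0.5 h 37 °C, 0.5 h room temperature. Detection: Fluo-4 NW calcium-flux fluorescence, kinetic read. Read-out basis: peak-minus-minimum fluorescence over baseline, converted to B scores. Control set: positive and negative control wells on each plate.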
hERG protect – shields human hERG channel from block by proarrhythmic agents | Q12809 | CHO-hERG, FluxOR thallium flux, dofetilide IC70 present | activation (rescue from dofetilide block), less the hit threshold, % at 10 µM | actives 0.51% (n = 310,000) | AID 1511;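 active means activation above the mean of controls blocked by dofetilide plus 5 SD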;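 further: thallium influx through hERG after potassium depolarization seen as dye fluorescence rise; in these data hits start at about 4.7%; inactives centre near -7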
Target sequence (Q12809 whole entry, looked up): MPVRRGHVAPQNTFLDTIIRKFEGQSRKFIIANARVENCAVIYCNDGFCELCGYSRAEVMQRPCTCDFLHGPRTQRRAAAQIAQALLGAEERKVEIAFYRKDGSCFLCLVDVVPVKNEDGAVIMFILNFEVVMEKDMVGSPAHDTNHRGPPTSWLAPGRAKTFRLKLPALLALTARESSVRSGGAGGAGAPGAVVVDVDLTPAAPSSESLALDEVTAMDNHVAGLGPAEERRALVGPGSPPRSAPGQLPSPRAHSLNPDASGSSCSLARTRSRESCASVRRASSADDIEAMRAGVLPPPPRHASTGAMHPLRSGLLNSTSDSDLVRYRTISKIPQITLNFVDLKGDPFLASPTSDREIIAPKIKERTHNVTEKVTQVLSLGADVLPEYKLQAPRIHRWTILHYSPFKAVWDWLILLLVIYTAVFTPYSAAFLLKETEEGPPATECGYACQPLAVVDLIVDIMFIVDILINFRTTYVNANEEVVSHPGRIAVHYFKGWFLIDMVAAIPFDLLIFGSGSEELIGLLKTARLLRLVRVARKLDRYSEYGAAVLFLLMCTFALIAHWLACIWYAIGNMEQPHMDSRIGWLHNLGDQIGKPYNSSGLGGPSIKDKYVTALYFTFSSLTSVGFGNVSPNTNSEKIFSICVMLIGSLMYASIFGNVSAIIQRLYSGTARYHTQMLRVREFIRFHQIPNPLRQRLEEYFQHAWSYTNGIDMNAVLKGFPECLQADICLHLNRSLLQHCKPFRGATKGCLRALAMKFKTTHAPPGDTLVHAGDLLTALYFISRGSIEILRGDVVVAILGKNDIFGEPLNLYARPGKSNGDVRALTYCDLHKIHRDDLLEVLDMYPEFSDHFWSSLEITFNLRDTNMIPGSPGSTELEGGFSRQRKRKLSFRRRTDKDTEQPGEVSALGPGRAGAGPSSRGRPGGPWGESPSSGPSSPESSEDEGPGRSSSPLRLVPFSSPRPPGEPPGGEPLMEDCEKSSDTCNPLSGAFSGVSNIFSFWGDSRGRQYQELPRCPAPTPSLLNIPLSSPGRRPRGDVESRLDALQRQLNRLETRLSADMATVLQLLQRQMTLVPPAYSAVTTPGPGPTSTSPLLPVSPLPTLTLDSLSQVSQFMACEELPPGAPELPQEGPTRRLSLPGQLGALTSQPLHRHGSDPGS
TMEM16A act – activates or potentiates the mouse TMEM16A chloride channel; B-score at 10 µM; HEK293 TMEM16A/YFP-H148Q/I152L, iodide quench fluorescence; active compounds read low; actives 0.3% (n = 340,000); Q8BHY3;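 active means fluorescence-ratio B-score plate-corrected deviation score at least 3 library SD below zero, with starting fluorescence score within 5 deviations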;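 further: channel opened by trigger with iodide after compound preincubation; score built on the fluorescence ratio of max minus min over baseline; more negative score means more quench and so TMEM16A activation or potentiation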
Starred values were filed as active, the others as inactive; i = inactive; nt = not tested or not shown.

[1] CCOC(=O)c1c(C)[nH]c(-c2csc(C)n2)c1C
[2] O=C(Cc1ccccc1)Nc1nnc(-c2ccco2)s1
[3] COc1ccc(S(=O)(=O)N2CCOCC2)cc1NC(=O)c1ccccc1-c1ccc(C(F)(F)F)cc1
[4] COc1ccc(NC(=S)NCC2CCN(c3ccc(OC)cc3)C2)cc1 (centres undefined)
[5] CCCCn1c(N)c(N(CCC(C)C)C(=O)C2CC(=O)N(Cc3ccc(C)cc3)C2)c(=O)[nH]c1=O (centres undefined)
[6] O=[N+]([O-])c1cccc(-c2nn(-c3ccccc3)cc2CO)c1
[7] COc1cccc(C(=O)Nc2cc(=O)n(C)c(=O)n2C)c1
[8] COc1ccc(N2CCN(C(=O)CNS(=O)(=O)c3ccc(Br)s3)CC2)cc1
[9] Cc1nnc(N2C(=O)C(=O)/C(=C(\O)c3ccc4c(c3)CC(C)O4)C2c2ccccc2)s1 (centres undefined)
[10] O=C(Cc1ccc(Cl)cc1)Nc1ccc(CN2CCCCC2)cc1

Compound	1	2	3	4	5	6	7	8	9	10
MrgX1 allo act	i	i	i	i	i	i	i	i	i	i
RGS4 block	i	nt	i	i	i	i	i	i	i	i
RGS4 pot	i	nt	i	i	i	i	i	i	i	i
KCNK3 block	i	i	i	i	i	i	i	i	i	i
KCNQ1 inh	i	nt	i	i	i	i	i	i	i	i
KCNK9 inh	i	nt	i	i	i	i	i	i	i	i
KCNQ1 act	i	nt	i	i	i	i	i	i	i	i
TMEM16A inh	i	i	i	i	i	i	i	i	i	i
MrgX1 agonist	i	i	i	i	i	i	i	i	i	i
hERG protect	-7	nt	-7	-3	-3	-6	-7	-4	-3	-2
TMEM16A act	i	i	i	i	i	i	i	i	i	i

[11] CCOc1ccc(C(=O)Nc2ccc(N3CCN(C(C)=O)CC3)cc2)cc1[N+](=O)[O-]
[12] COc1ccc(OC)c(C(=O)CN2CCN(S(=O)(=O)c3ccc(Br)cc3)CC2)c1
[13] Cc1noc(C)c1C(=O)OCC(=O)Nc1cccc(S(=O)(=O)N(C)C)c1
[14] Cn1c2ccc(F)cc2c2ncn(CCN3CCOCC3)c(=O)c21
[15] O=C(Cn1cnc2cc([N+](=O)[O-])ccc2c1=O)Nc1ccccc1Cl
[16] Cc1c(OC(C)C(=O)NCCCn2ccnc2)ccc2c3c(c(=O)oc12)CCC3 (centres undefined)
[17] Cc1ccccc1OCCC(=O)N(Cc1ccccc1)c1c(N)n(Cc2ccccc2)c(=O)[nH]c1=O
[18] Cc1cc(C)nc(-n2nc(C)cc2NC(=O)CNC(C)c2ccccc2)n1 (centres undefined)
[19] CN(Cc1c(C(=O)N/N=C/c2ccccc2F)nnn1-c1nonc1N)c1ccccc1
[20] COc1ccc(NC(=O)CSc2nnc(NC(C)=O)s2)c([N+](=O)[O-])c1

Compound	11	12	13	14	15	16	17	18	19	20
MrgX1 allo act	i	i	i	i	i	i	i	i	i	i
RGS4 block	i	i	i	i	i	i	i	i	i	i
RGS4 pot	i	i	i	i	i	i	i	i	i	i
KCNK3 block	i	i	i	i	i	i	i	i	i	i
KCNQ1 inh	i	i	i	i	i	i	i	i	i	i
KCNK9 inh	i	i	i	i	i	i	i	i	i	i
KCNQ1 act	i	i	i	i	i	i	i	i	i	i
TMEM16A inh	i	i	i	i	i	i	i	i	i	i
MrgX1 agonist	i	i	i	i	i	i	i	i	i	i
hERG protect	-8	-9	-5	-2	-16	-10	-13	-12	-4	-19
TMEM16A act	i	i	i	i	i	i	i	i	i	i

[21] CCC(CC)c1nnc(NC(=O)c2cccnc2SC)s1
[22] CC(C)Cn1[nH]c2c3c(ccc2c1=O)C(=O)c1ccccc1C3=O
[23] COc1ccc(NC(=O)c2cc(S(=O)(=O)N3CCCCC3)c[nH]2)cc1Cl
[24] CCCn1ncc(CN2CCC(CO)(Cc3ccc(OC)cc3)CC2)c1C
[25] Cc1oncc1C(=O)NC1CCCCC1
[26] O=C(CC1SC(=O)N(Cc2cccc3ccccc23)C1=O)Nc1nccs1 (centres undefined)
[27] COCCNC(=O)CN(C(=O)CCC(=O)Nc1ccccn1)c1ccc(C)cc1
[28] CCN1CCN(C(c2cccs2)C(C)NS(=O)(=O)c2ccc(C)cc2)CC1 (centres undefined)
[29] O=C(Nc1ccccc1)C1C2CCC3C(CCC21)C3(Cl)Cl (centres undefined)
[30] Fc1ccccc1COc1ccc(Br)cc1CNCC1CCCO1 (centres undefined)

Compound	21	22	23	24	25	26	27	28	29	30
MrgX1 allo act	i	i	i	i	i	i	i	i	i	i
RGS4 block	i	i	i	i	i	i	i	i	i	i
RGS4 pot	i	i	i	i	i	i	i	i	i	i
KCNK3 block	i	i	i	i	i	i	i	i	i	i
KCNQ1 inh	i	i	i	i	i	i	i	i	i	i
KCNK9 inh	i	i	i	i	i	i	i	i	i	i
KCNQ1 act	i	i	i	i	i	i	i	i	i	i
TMEM16A inh	i	i	i	i	i	i	i	i	i	i
MrgX1 agonist	i	i	i	i	i	i	i	i	i	i
hERG protect	-13	-5	-11	-11	-3	-9	-7	-8	-1	-21
TMEM16A act	i	i	i	i	i	i	i	i	i	i

Copied from the list:
Cc1oncc1C(=O)NC1CCCCC1 | hERG protect = -3
Fc1ccccc1COc1ccc(Br)cc1CNCC1CCCO1 (centres undefined) | hERG protect = -21
O=C(Nc1ccccc1)C1C2CCC3C(CCC21)C3(Cl)Cl (centres undefined) | hERG protect = -1
CCC(CC)c1nnc(NC(=O)c2cccnc2SC)s1 | hERG protect = -13
COCCNC(=O)CN(C(=O)CCC(=O)Nc1ccccn1)c1ccc(C)cc1 | hERG protect = -7

Remaining list, next part
[31] C[C@]12CCC(=O)C=C1CC[C@@H]1[C@@H]2[C@@H](O)C[C@]2(C=O)[C@@H](C(=O)CO)CC[C@@H]12
[32] Cc1ccc(S(=O)(=O)Nc2ccc(Br)cc2C(NCC(=O)O)c2ccccc2)cc1 (centres undefined)
[33] CC(=O)N1CCN(CC(O)Cn2c3ccccc3c3ccccc32)CC1 (centres undefined)
[34] Cc1c(C(=O)NCc2ccccn2)oc2ccc(S(=O)(=O)N3CCOCC3)cc12
[35] O=C(CNC(=O)c1ccc(Br)cc1)OCc1cc([N+](=O)[O-])cc2c1OCOC2
[36] CN(c1ccc(C(=O)NCCSCc2ccc(Cl)cc2)cc1)S(=O)(=O)c1ccccc1
[37] O=[N+]([O-])c1cc(S(=O)(=O)Nc2ccccc2)ccc1-n1nnc2ccccc21
[38] COc1ccc(/C=N/NC(=O)CCn2nc(C)cc2C)cc1
[39] CN(C)S(=O)(=O)c1ccc(C(=O)NCCS(=O)(=O)N2CCN(c3ccc(F)cc3)CC2)cc1
[40] Fc1ccc(C(CCCn2nnc(-c3cccnc3)n2)c2ccc(F)cc2)cc1

Compound	31	32	33	34	35	36	37	38	39	40
MrgX1 allo act	i	i	i	i	i	i	i	i	i	i
RGS4 block	i	i	i	i	i	i	i	i	i	i
RGS4 pot	i	i	i	i	i	i	i	i	i	-8.7*
KCNK3 block	i	i	i	i	i	i	i	i	i	-15*
KCNQ1 inh	i	i	i	i	i	6*	i	i	i	15*
KCNK9 inh	i	i	i	i	i	i	i	i	i	-12*
KCNQ1 act	i	i	i	i	i	i	i	i	i	i
TMEM16A inh	i	i	i	i	i	i	i	i	i	100*
MrgX1 agonist	i	i	i	i	i	i	i	i	i	i
hERG protect	-4	-14	-17	-34	-11	-5	-7	-10	-3	-18
TMEM16A act	i	i	i	i	i	i	i	i	i	i

Sorted by number of heavy atoms (smallest number first): some entries from above.
[33] CC(=O)N1CCN(CC(O)Cn2c3ccccc3c3ccccc32)CC1 (centres undefined)
[37] O=[N+]([O-])c1cc(S(=O)(=O)Nc2ccccc2)ccc1-n1nnc2ccccc21
[34] Cc1c(C(=O)NCc2ccccn2)oc2ccc(S(=O)(=O)N3CCOCC3)cc12

Compound	33	37	34
MrgX1 allo act	i	i	i
RGS4 block	i	i	i
RGS4 pot	i	i	i
KCNK3 block	i	i	i
KCNQ1 inh	i	i	i
KCNK9 inh	i	i	i
KCNQ1 act	i	i	i
TMEM16A inh	i	i	i
MrgX1 agonist	i	i	i
hERG protect	-17	-7	-34
TMEM16A act	i	i	i

The results go on:
[41] COc1ccc(/C=N/n2c(-c3ccc(C)cc3)n[nH]c2=S)cc1OC
[42] Cc1cc(Nc2ccc(N(C)C)cc2)n2ncnc2n1
[43] CCCOc1ccc(-c2c(C(=O)N/N=C/C3CC=CCC3)nnn2-c2nonc2N)cc1 (centres undefined)
[44] CCOC(=O)N1CCN(C(=O)c2cc(COc3cccc(C(F)(F)F)c3)on2)CC1
[45] O=C(CSc1nccc(=O)[nH]1)Nc1cccc(S(=O)(=O)N2CCOCC2)c1
[46] COc1ccc(CNC(=O)C(C)N(Cc2ccco2)C(=O)c2snc(C(N)=O)c2N)cc1 (centres undefined)
[47] COC(=O)CN1C(=O)[C@@H]2[C@H](C1=O)[C@@H]1CC(C(=O)OC)=C[C@@H](C(=O)OC)[C@@H]3C1=C(C(=O)[C@@]3(C)NC(=O)c1ccccc1)[C@@H]2C
[48] CC(C)(C)NC(=O)C1Cc2ccccc2CN1 (centres undefined)
[49] c1ccc(-c2nnc3sc(Cc4cccs4)nn23)cc1
[50] CCOCCCNC(=S)N(CCCN(C)C)Cc1cc2cc3c(cc2[nH]c1=O)OCCO3
[51] CCn1cc(S(=O)(=O)Nc2nc3ccc(OC)cc3s2)cn1

Compound	41	42	43	44	45	46	47	48	49	50	51
MrgX1 allo act	i	i	i	i	i	i	i	i	i	i	i
RGS4 block	i	i	i	i	i	i	i	i	i	i	i
RGS4 pot	i	i	i	i	i	i	i	i	i	i	i
KCNK3 block	i	i	i	i	i	i	i	i	i	i	i
KCNQ1 inh	i	i	i	i	i	i	i	i	i	i	i
KCNK9 inh	i	i	i	i	i	i	i	i	i	i	i
KCNQ1 act	i	i	i	i	i	i	i	i	i	i	i
TMEM16A inh	i	i	i	i	i	i	i	i	i	i	i
MrgX1 agonist	i	i	i	i	i	i	i	i	i	i	i
hERG protect	-6	-1	-6	-16	-4	-4	-7	-11	-7	-7	-8
TMEM16A act	i	i	i	i	i	i	i	i	i	i	i

This is a random part of the collection. Share with any hit: about 6.3%.
